NCI-60 one-dose screen, 48 h, at 10 µM unless noted. Numbers give growth in % (100 = growth as untreated, 0 = no growth, -100 = all killed).
SW-620 = SW-620 colon cancer; AID 1794795; 5.2% of 82,000 active
SF-268 = SF-268 CNS cancer cells; 3.1% of 82,000 active; AID 1794759
SF-295 = SF-295 CNS cancer cells. 5.6% of 79,000 active
SNB-19 = SNB-19 CNS cancer cells | AID 1794751 | 2.5% of 81,000 active
SF-539 = SF-539 CNS cancer. 6.8% of 81,000 active
SNB-75 = SNB-75 CNS cancer; 5% of 79,000 active; AID 1794750
HT29 = HT29 colon cancer; 7.4% of 81,000 active
KM12 = KM12 colon cancer cells. 5% of 82,000 active. AID 1794800
HCC-2998 = HCC-2998 colon cancer; 4.7% of 79,000 active; AID 1794799
Active calls of the source: *; / = no result given; & = joins results of further samples; [ ] = remark or other dose. How the source made its calls: active means growth percent below 10; inactive means the rest.

SMILES	SW-620	SF-268	SF-295	SNB-19	SF-539	SNB-75	HT29	KM12	HCC-2998
CCCn1c(O)c(N=Nc2nc(-c3cc4ccccc4oc3=O)cs2)c2cc(Br)ccc21	106	90	85	90	85	95	110	106	99
CCN(CC)c1cc(/C=C/c2ccc(Cl)cc2)nc2cc(Cl)c(Cl)cc12	101	99	89	98	88	101	88	103	105
c1ccc(CNc2cccnc2)cc1	118	98	97	101	107	96	94	106	105
Cc1oc(-c2ccc(Cl)cc2)cc1C(=O)Nc1nccs1	106	100	96	98	89	101	97	89	92
Cc1cc(C)c(N2C(=O)CC(Nc3ccccc3F)C2=O)c(C)c1 (configuration not stated)	100	103	101	91	95	100	104	99	104
Cc1ccc(C2Oc3ccccc3C3CC(c4cccs4)=NN32)cc1 (configuration not stated)	102	91	99	96	90	82	109	94	99
CCCC(=O)CC(=O)c1ccccc1	105	97	97	103	104	105	91	102	99
O=S(=O)(NCC1CCCO1)C1CC(Cl)CC(Cl)C1 (configuration not stated)	101[50 µM]	86[50 µM]	101[50 µM]	98[50 µM]	90[50 µM]	95[50 µM]	112[50 µM]	94[50 µM]	104[50 µM]
c1ccc2c(c1)CCCC2C1=NCCN1 (configuration not stated)	108	131	106	102	/	118	102	107	114
CC(C)CNc1c(F)cc(C(=O)NC2CCCCC2)c(F)c1F	90	102	90	86	87	100	65	89	104
C=CC(=O)Nc1cccc(Nc2nc(SC)nc(-c3cccc(N)c3)c2C#N)c1	102	99	96	98	97	83	113	100	116
O=C1/C(=C\c2cccn2C(=O)c2ccc(Cl)s2)c2ccccc2N1c1c(Cl)cccc1Cl	83	81	89	96	90	68	78	66	84
O=c1[nH]c2ccccc2c(O)c1-c1ccccc1	106	92	103	106	100	90	100	106	103
CCc1c(Cl)nc(N)nc1Cl	110	92	97	109	97	87	98	106	102
O=C(CN1CCN(c2ncnc3c2cnn3-c2ccccc2)CC1)Nc1ccc(Cl)cc1	78	44	80	67	76	70	63	53	56
S=c1cc(-c2ccccc2)ss1	116	107	105	103	91	82	111	105	106
CCNC(=O)Oc1ccc(/C(=C(/C)c2ccccc2)c2ccc(OCCN3CCCC3)cc2)cc1	80	80	61	79	50	79	9.6*	82	93
O=[N+]([O-])c1ccc(C(S(=O)(=O)Cc2ccccc2)S(=O)(=O)Cc2ccccc2)cc1	95	97	/	105	98	81	95	95	94
C[C@@H](Oc1cc(-c2cnn(C3CC4(CCCNC4)C3)c2)cnc1N)c1c(Cl)ccc(F)c1Cl (some centres not stated)	-4.1*	23	14	72	11	10	-48*	/	15
CCCCN(CCC#N)CCCC	97	104	108	102	98	76	99	103	104
O=c1c2cc3c(=O)n(-c4ccccc4)c(=O)c3cc2c(=O)n1-c1ccccc1	109	104	/	123	91	91	98	103	94
CC1=N/C(=C\c2ccc(F)cc2)C(=O)N1CCc1ccc(S(=O)(=O)NC(=S)NCc2ccccc2)cc1	104	88	66	35	55	100	85	94	93
Cc1ccc(S(=O)(=O)/C(C#N)=C/NC(=S)Nc2ccc(S(N)(=O)=O)cc2)cc1	98	106	109	100	107	94	91	104	107
CN(C)CCOC(=O)Nc1nc2ccc(Sc3ccccc3)cc2[nH]1	23	51	25	36	-0.5*	-10*	1.6*	21	61
O=c1cc(-c2ccccc2)oc2cc(OCc3cn(Cc4ccc(F)cc4)nn3)cc(OCc3cn(Cc4ccc(F)cc4)nn3)c12	60	22	39	12	-11*	6.3*	35	43	74
CS(=O)(=O)c1ccc(-c2cnc3ccc(-c4cccc(S(C)(=O)=O)c4)nn23)cc1	76	36	54	/	24	12	34	47	55
O=c1[nH]c2ccccc2n1C1=CCNCC1	112	105	121	101	92	96	99	107	108
CC(C)[C@H](N)C(=O)OCC(CO)OCn1cnc2c(=O)[nH]c(N)nc21 (some centres not stated)	106	104	91	106	102	102	104	104	108
COc1ccc(CN2C(=O)Cc3ccccc3-n3nc(C(C)(C)C)cc32)cc1	96	105	99	101	90	98	89	96	108
COC(=O)Cn1c(-c2ccc(C)cc2)nc2cc3nc4ccccc4nc3cc21	115	91	97	102	102	70	97	90	108
CCOC(=O)C(C)(C)N	97	105	97	107	108	95	93	108	/
O=C(N/N=C\c1ccccc1O)C1CC1	108	99	110	101	110	98	107	100	103
C[C@@H](Oc1cc(C(=O)Nc2ccc(C(=O)N3CCN(C)CC3)cc2)nnc1N)c1c(Cl)ccc(F)c1Cl	98	70	14	76	65	71	9.8*	23	/
N=c1c2ccccc2nnn1-c1ccccc1[N+](=O)[O-]	104	105	97	101	101	94	113	103	109
N#C/C(=C\c1cccnc1)c1ccc(Br)cc1	98&105	97&98	106&109	100&90	114&106	101&90	94&101	96&90	106&116
COc1cc(/C(=C2/O[C@@H]([C@H]3COC(C)(C)O3)[C@H]3OC(C)(C)O[C@@H]23)c2ccc3ccccc3c2)cc(OC)c1OC	/	-17*	47	29	26	41	41	33	/
COc1ccc2sc(NCN3N=C(C)CC3=O)nc2c1	107	109	103	96	108	99	104	103	116
C#CCNc1nc(NN2C(=O)c3cccc4cccc(c34)C2=O)nc(N2CCOCC2)n1	101	74	105	95	103	52	105	101	109
COc1cc2c(c3c1c(=O)c1cccc(F)c1n3C)C=CC(C)(C)O2	113	102	92	104	89	99	75	77	101
O=C1NC(=O)c2c1c1c3ccccc3[nH]c1c1oc3cc(Br)ccc3c21	52	76	53	73	97	31	77	64	100
N#Cc1ccc(/C=N/NC(=O)c2[nH]c3ccc(Br)cc3c2-c2ccccc2)s1	23	30	12	29	2.5*	50	5.6*	11	22
C[N+]1(C)CCC(c2ccccc2)(c2ccccc2)C(=O)C1	/	96	92	96	99	65	92	102	111
CC1(C)NC2=C(C(Nc3cccnc3)N1)C(c1ccccc1Cl)C(C(=O)c1ccc(N=[N+]=[N-])cc1)O2 (configuration not stated)	107	103	102	102	97	104	119	105	110
[O-][n+]1cccc2cccc(O)c21	93	95	112	109	105	88	112	104	/
CCC(=O)c1ccc2c(c1)N(CCCN1CCN(CCO)CC1)c1ccccc1S2	96	74	98	101	87	55	50	91	94

Compound profiles (already shown). Order of values: SW-620, SF-268, SF-295, SNB-19, SF-539, SNB-75, HT29, KM12, HCC-2998
`CCCCN(CCC#N)CCCC` as listed: 97, 104, 108, 102, 98, 76, 99, 103, 104
`COc1ccc2sc(NCN3N=C(C)CC3=O)nc2c1` as listed: 107, 109, 103, 96, 108, 99, 104, 103, 116

Continuation:
SMILES	SW-620	SF-268	SF-295	SNB-19	SF-539	SNB-75	HT29	KM12	HCC-2998
NC[C@@H]1CCN(c2cc3c(cc2F)c(=O)n(N)c(=O)n3Cc2ccc(-c3ccccc3)cc2)C1	84	83	97	102	90	78	30	97	96
c1ccc(Oc2nc(Oc3ccccc3)c3ccccc3n2)cc1	100	94	97	99	98	76	100	100	98
CCOC(=O)C1=C(C)O/C(=C/c2ccc(OC)cc2)C1=O	101	105	92	105	98	82	103	104	98
COc1cc(-c2cc(N)n(-c3nc4ccccc4[nH]3)n2)c(OC)c2c1OCO2	105	95	90	107	109	83	91	99	104
CCCCC(=O)Nc1nc2ccc(SCCC)cc2s1	35	62	45	64	50	33	18	34	77
COc1cccc(Cn2cc(C(=O)Nc3cccnc3Nc3ccc(OC)c(OC)c3)nn2)c1	109	93	104	99	99	107	106	95	82
CC(=O)c1cc(C(=O)c2ccc3c(c2)Sc2ccccc2N3)c2cc(C)ccn12	22	22	-1.7*	32	-32*	9.1*	-57*	5.2*	23
Cc1ccc(N=Nc2ccccc2)cc1	102	100	90	102	100	105	92	94	103
Cn1c2c(c3ccc(Cl)c(Cl)c31)C(C#N)C1(CCCC1)NC2=O (configuration not stated)	86	92	94	93	84	110	102	100	/
Nc1ccc(CCCC(=O)NCc2cccnc2)cc1	108	106	109	104	104	99	110	102	111
O=C(Nc1ccc(C(F)(F)F)cc1)Nc1ncccc1OCc1ccccc1	73	95	68	96	98	99	78	64	95
O=C1c2cccc([N+](=O)[O-])c2C(=O)N1c1ccc([N+](=O)[O-])cc1	112	105	102	105	93	99	98	102	110
COc1ccc(C2CC(c3ccccc3)=NN2C(=O)CSc2nnc(NC(=O)C(Cl)Cl)s2)cc1 (configuration not stated)	102	100	88	101	95	98	118	102	105
CCn1c(Cc2ccccc2Nc2c(Cl)cccc2Cl)nnc1SCC(=O)NN1C(=O)/C(=C/c2ccc(Br)cc2)SC1=S	102	98	105	103	103	95	111	112	105
c1ccc(CCc2ccccc2)cc1	114&107	103&106	103	97&103	113&104	103&82	108&110	110&106	92&90
C/C(Cc1ccc(Cl)cc1)=C(\c1ccc(OCCN2CCOCC2)cc1)c1ccc(OC(=O)C2CCCCC2)cc1	100	88	101	96	101	93	90	97	100
O=C(Nc1ncc(Cc2cccc(Cl)c2)s1)C(=S)N1CCOCC1	107	99	107	96	101	93	103	110	97
COc1ccc(/C=c2\c(=O)n(-c3ccccc3)c3nn4c(Nc5ccccc5)nnc4n23)cc1	101	96	/	105	100	96	111	106	103
O=C(Cc1ccc(C(O)CC(=O)c2ccccc2O)cc1)Nc1ccccc1 (configuration not stated)	100	102	85	94	98	108	98	87	93
O=c1cc(-c2ccccc2)oc2ccc3ccccc3c12	104	102	87	83	76	72	97	102	87
Clc1ccc(/C=N/NC2=NCCN2)c(Cl)c1	95	97	89	92	91	92	104	105	113
N#C/C(=C1\SC(=O)CN1c1ccccc1)c1nc2ccccc2s1	94	103	84	94	98	89	108	98	97
N#Cc1csc(CCNC(=O)c2ccccc2)n1	106	117	83	107	120	99	103	116	92
O=c1oc2ccccc2cc1C1=Nn2c(nnc2-c2cccnc2)SC1	105	95	104	103	97	93	109	102	106
C#CCOc1cccc(-c2ncnc3cc(NC(=O)C=C)ccc23)c1	21	50	43	51	8.3*	11	11	31	92
Nc1ncnc2[nH]c(=O)[nH]c12	110	89	85	98	87	85	105	100	111
COc1ccc(OC)c(/C(C)=N/NC(=O)CSc2nc3ccccc3c(=O)n2CCc2ccc(S(N)(=O)=O)cc2)c1	94	95	89	104	100	93	103	98	88
COc1ccc(-c2nc(-c3ccc(-c4nc5ccc(OC)cc5[nH]4)cc3)no2)cc1	110	108	96	112	101	102	105	102	106
Cn1ccc(=O)n(C)c1=O	111	111	108	111	96	90	112	116	107
O=C(Nc1ccc(NC2=NCCN2)cc1)c1ccc(C(=O)Nc2ccc(NC3=NCCN3)cc2)cc1	108	105	92	99	96	109	99	101	114
N/C(=N\C(N)=N\c1nc2ccccc2s1)c1ncc(Cl)cc1Cl	108	97	103	95	99	99	111	94	108
CCCCCCCCCCCCCCCCCC1=NC(C)(C)CN1c1ccccc1	88	91	95	91	98	67	66	86	95
O=C1c2ccccc2-c2c1c1cnccc1c(=O)n2C[C@H](O)CO	74	86	100	80	86	83	81	79	96
CCOC(=O)c1cc(Cl)ccc1NS(C)(=O)=O	104	100	106	98	102	91	104	104	95
S=C(NCN(C1CCCCC1)C1CCCCC1)C(=S)NCN(C1CCCCC1)C1CCCCC1	107	110	/	103	107	87	102	103	112
C[N+](C)(C)CC(=O)c1ccc2ccccc2c1	102	101	103	103	95	112	89	105	102
O=C1OC(c2nc3ccccc3s2)=C/C1=C\c1ccccc1Cl	97	99	109	94	96	88	108	99	105
COc1ccc(C=C2C(=O)OC(C)(C)OC2=O)cc1	108	102	99	100	106	84	100	108	109
Cc1cc2c(C(C)C)c(O)c(O)c(C=NCCCCCCC(=O)O)c2c(O)c1-c1c(C)cc2c(C(C)C)c(O)c(O)c(C=NCCCCCCC(=O)O)c2c1O	27	36	12	22	23	50	19	16	34
Cc1[nH]c(N)nc(=S)c1CCCNc1ccc(C(=O)NC(CCC(=O)O)C(=O)O)cc1 (configuration not stated)	95	98	104	105	100	79	63	114	119
COc1ccccc1CNCCCN1C(=O)c2ccc3c4c(ccc(c24)C1=O)C(=O)N(CCCCNCCCN)C3=O	-25*	2.1*	55	-70*	-61*	54	-20*	11	-6.4*
CCCCN=C1OCc2[nH][nH]c(=O)c21	111	101	107	101	108	97	95	104	110
COc1ccc(-n2c(SCc3cc(OC)c(OC)c(OC)c3)nc3ccc(Cl)cc3c2=O)c(OC)c1	103	106	88	101	100	95	110	109	104
O=C(c1nnc(Nc2ccccc2F)o1)c1c[nH]c2ccccc12	99	98	103	103	101	90	91	31	26
CC(=O)Nc1cccc(Nc2nc(N[C@@H](C)c3ccccc3)c3ccccc3n2)c1	20	27	8.3*	21	-44*	-19*	4.3*	23	-6.5*

Entries shown so far that contain an NH in an aromatic ring:
SMILES	SW-620	SF-268	SF-295	SNB-19	SF-539	SNB-75	HT29	KM12	HCC-2998
O=c1[nH]c2ccccc2c(O)c1-c1ccccc1	106	92	103	106	100	90	100	106	103
CN(C)CCOC(=O)Nc1nc2ccc(Sc3ccccc3)cc2[nH]1	23	51	25	36	-0.5*	-10*	1.6*	21	61
O=c1[nH]c2ccccc2n1C1=CCNCC1	112	105	121	101	92	96	99	107	108
CC(C)[C@H](N)C(=O)OCC(CO)OCn1cnc2c(=O)[nH]c(N)nc21 (some centres not stated)	106	104	91	106	102	102	104	104	108
O=C1NC(=O)c2c1c1c3ccccc3[nH]c1c1oc3cc(Br)ccc3c21	52	76	53	73	97	31	77	64	100
N#Cc1ccc(/C=N/NC(=O)c2[nH]c3ccc(Br)cc3c2-c2ccccc2)s1	23	30	12	29	2.5*	50	5.6*	11	22
COc1cc(-c2cc(N)n(-c3nc4ccccc4[nH]3)n2)c(OC)c2c1OCO2	105	95	90	107	109	83	91	99	104
Nc1ncnc2[nH]c(=O)[nH]c12	110	89	85	98	87	85	105	100	111
COc1ccc(-c2nc(-c3ccc(-c4nc5ccc(OC)cc5[nH]4)cc3)no2)cc1	110	108	96	112	101	102	105	102	106
Cc1[nH]c(N)nc(=S)c1CCCNc1ccc(C(=O)NC(CCC(=O)O)C(=O)O)cc1 (configuration not stated)	95	98	104	105	100	79	63	114	119
CCCCN=C1OCc2[nH][nH]c(=O)c21	111	101	107	101	108	97	95	104	110
O=C(c1nnc(Nc2ccccc2F)o1)c1c[nH]c2ccccc12	99	98	103	103	101	90	91	31	26

Screens: PubChem BioAssay, NCI
